PTHR1 agonist: activates the human parathyroid hormone receptor PTHR1; Q03431; HEK293 GP2 PTHR1 cells, GloSensor cAMP luminescence, 1 h; Potency, µM (highest dose often 115 µM), inactives show at the top dose activation, actives largely listed as activators; 410,000 compounds, 0.075% hits; further: potency means the concentration at half of the fitted maximal effect; nearly all actives have a fitted effect of over 55% in size; some results filed as inactive show a strong effect at the top dose; inactives centre near -15; many of its hits are not listed in these tables
Target sequence (Q03431 whole entry, looked up): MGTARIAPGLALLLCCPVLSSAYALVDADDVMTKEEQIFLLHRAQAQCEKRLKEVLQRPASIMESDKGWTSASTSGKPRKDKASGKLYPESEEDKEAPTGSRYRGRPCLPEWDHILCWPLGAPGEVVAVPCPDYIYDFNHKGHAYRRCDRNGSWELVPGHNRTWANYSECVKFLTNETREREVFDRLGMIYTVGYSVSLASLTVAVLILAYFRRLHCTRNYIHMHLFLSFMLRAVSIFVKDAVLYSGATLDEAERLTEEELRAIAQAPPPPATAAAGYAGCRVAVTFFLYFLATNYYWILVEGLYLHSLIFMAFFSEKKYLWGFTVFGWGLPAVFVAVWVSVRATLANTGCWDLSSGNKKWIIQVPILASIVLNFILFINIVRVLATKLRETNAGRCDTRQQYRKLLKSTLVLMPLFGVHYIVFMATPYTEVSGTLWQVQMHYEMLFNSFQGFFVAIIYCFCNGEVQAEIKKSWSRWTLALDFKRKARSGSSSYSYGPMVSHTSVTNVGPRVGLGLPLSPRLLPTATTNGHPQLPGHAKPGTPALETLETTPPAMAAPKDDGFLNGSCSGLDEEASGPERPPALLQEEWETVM
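HEK-293-derived GP2 cells expressing PTHR1 and a GloSensor cAMP reporter, 3,000/well, plated overnight, given luciferin plus IBMX (each 0.5 mM as added) for 1 h at 37 °C, then compound for 1 h at 37 °C. Luminescence was read after 15 min at room temperature.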
Abeta rescue: compounds reversing amyloid beta toxicity in yeast | 410,000 compounds, 0.063% hits | AID 1347071 | yeast expressing A-beta42, growth rescue, OD600, 48 h; response scale: 0% DMSO, 100% iron-clioquinol control | Potency, µM (doses to about 46.1 µM), inactives show at the top dose growth rescue, actives largely listed as activators; further: potency means the concentration at half of the fitted maximal effect; nearly all actives have a fitted effect of over 55% in size
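Growth rescue measured by 600 nm absorbance after 48 h yeast culture at 30 C with compound. Values normalized between DMSO and an equimolar ferric chloride plus clioquinol control.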
aSyn rescue: rescues yeast growth from alpha-synuclein toxicity. 370,000 compounds, 0.14% hits. AID 652106. Potency, µM (titrated, usually from 46.1 µM), for inactives: top-dose growth rescue (activation), actives largely listed as activators. Yeast expressing alpha-synuclein, growth rescue, BacTiter-Glo, 24 h; further: potency means the concentration at half of the fitted maximal effect; % of control where 0% means no effect; nearly all actives have a fitted effect of over 65% in size
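Readout is rescue of growth in alpha-synuclein-expressing yeast, so inhibitors of toxicity appear as activators. Growth after 24 hr at 30 deg C in galactose medium is quantified by luminescence.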
FUS yeast rescue: FUS proteinopathy suppression in yeast; S. cerevisiae FUS-expressing, growth rescue, OD600, 24 h; Potency, µM (top dose mostly 76.6 µM), inactives show top-dose growth rescue (activation), most hits filed as activators; 390,000 compounds, 0.24% hits; AID 1347120;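 further: potency means the concentration at half of the fitted maximal effect; plate controls were DMSO vehicle for no effect and reference control for full effect; nearly all actives have a fitted effect of over 55% in size; some results filed as inactive show a strong effect at the top dose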
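FUS-expressing yeast, raffinose-pregrown, induced in 2% galactose minimal medium at OD 0.005; compounds in a dilution series, 24hr at 30C. Growth restoration read as absorbance at 600 nm. CP55940 positive control, DMSO negative.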
HEK293 tox: cytotoxicity counter-screen for GLP-1 receptor inverse agonists; HEK293 cAMP-luciferase reporter cells, luminescence, 24 h; Potency, µM (titrated, usually from 38.3 µM), inactives show top-dose activity change, negative = inhibition, hits mostly inhibitors; 410,000 compounds, 0.13% hits;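 further: loss of luciferase light is scored as toxicity; potency means the concentration at half of the fitted maximal effect; on the % scale 0 is the no-effect control and ±100 the full control effect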
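MLSMR compounds, 24 hr on cells at 37 deg C/5% CO2; luminescence after luciferase reagent (12 min RT). Inhibition counted as the undesired cytotoxic outcome.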
Akt phos inh: blocks phosphorylation of Akt; Neuro2A IGF-stimulated pAkt S473 HTRF, 20 min; hits give low values; activity change, % for hits at 50 µM; 360,000 compounds, 0.32% hits; in the data active means activity change below about -80%; inconclusive means mostly about -51% to -80%; further: on the % scale 0 is the no-effect control and ±100 the full control effect
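Neuro2A cells (4,500/well, DMEM with 0.5% FBS) were treated with compound at a single 50 µM final concentration, stimulated with 6 nM IGF for 20 min at 37 °C, and lysed. Phospho-Akt Ser473 was read by HTRF as 665/615 ratio ×10^4.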
Mm-Cpn inhibitor: M. maripaludis TRiC chaperonin inhibition; purified Mm-Cpn ATPase, ADP Transcreener TR-FRET; Potency, µM (highest dose often 76.9 µM), for the others: at the top dose activity, negative = inhibition, most hits filed as inhibitors; AID 504842; 330,000 compounds, 0.031% hits; further: potency means the concentration at half of the fitted maximal effect; on the % scale 0 is the no-effect control and ±100 the full control effect; nearly all actives have a fitted effect of over 80% in size
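Compound-treated chaperonin, 25 nM final, turns over 10 uM ATP at 37°C for 30 min following a 10 min preincubation; ADP generated competes with ADP-d2 for Eu-cryptate antibody, lowering FRET.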
GLP-1R inv ag: acts as inverse agonist at human GLP-1 receptor; P43220; AID 624417; HEK293 GLP-1R CRE-luciferase, luminescence, 24 h; GLP-1R form is constitutively active; Potency, µM (highest dose often 38.3 µM), for inactives: top-dose activity change, negative = inhibition, actives largely listed as inhibitors; 410,000 compounds, 1.6% hits; further: potency means the concentration at half of the fitted maximal effect; on the % scale 0 is the no-effect control and ±100 the full control effect; nearly all actives have a fitted effect of over 55% in size
Target sequence (P43220 whole entry, looked up): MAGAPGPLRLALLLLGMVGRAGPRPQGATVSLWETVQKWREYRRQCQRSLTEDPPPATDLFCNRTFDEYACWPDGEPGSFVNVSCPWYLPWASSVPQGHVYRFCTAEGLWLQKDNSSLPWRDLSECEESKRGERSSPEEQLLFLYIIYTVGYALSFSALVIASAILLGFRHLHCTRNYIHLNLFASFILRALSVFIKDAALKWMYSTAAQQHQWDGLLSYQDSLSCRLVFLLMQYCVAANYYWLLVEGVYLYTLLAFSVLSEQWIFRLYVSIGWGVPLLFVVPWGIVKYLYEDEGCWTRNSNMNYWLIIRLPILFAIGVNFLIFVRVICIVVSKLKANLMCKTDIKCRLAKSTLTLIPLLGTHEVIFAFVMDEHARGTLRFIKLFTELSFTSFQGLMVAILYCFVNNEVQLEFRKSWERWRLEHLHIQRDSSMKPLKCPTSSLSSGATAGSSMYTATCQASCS
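Seeding at 200 cells/uL, 12 h culture, 24 hr compound treatment, then luciferase reagent and a luminescence read; cells are HEK293 stably expressing a constitutively active GLP-1R plus cAMP-responsive luciferase.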
TDP43 rescue: TDP-43 toxicity inhibition in yeast; TDP-43 expressing yeast growth rescue, BacTiter-Glo, 24 h; Potency, µM (top dose mostly 46.1 µM), inactives show at the highest dose growth rescue (activation), most hits filed as activators; 410,000 compounds, 1.8% hits; AID 652104; further: potency means the concentration at half of the fitted maximal effect; % of control where 0% means no effect; nearly all actives have a fitted effect of over 50% in size
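Galactose-induced TDP-43 yeast, OD600=0.02, compound pinned; 24 hr, 30 deg C; BacTiter-Glo luminescence for growth. Inhibitors of TDP-43 toxicity read as activators.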
An asterisk follows results filed as active; & = joins results of further samples; [ ] = another dose, or the depositor's remark. Unless noted, the call rests on the fitted dose curve; in most records, active means well fitted curve in the direction sought with a large enough effect; inconclusive means small, poorly fitted or top-dose-only effect, or another doubt; inactive means no such curve, though single readings can be large; an effect the other way counts as inactive or inconclusive. A portion of the library (hit frequency here may not be typical).

How did CCCCn1nnnc1C1(C)CCC(=O)N1CCOC (configuration not stated) do in these assays?
PTHR1 agonist: inactive; Abeta rescue: -3%; aSyn rescue: -8%; FUS yeast rescue: -8%; HEK293 tox: 4%; Akt phos inh: inactive; GLP-1R inv ag: 8%; TDP43 rescue: 19%

Results for CCOC(=O)N1CCN(C(=O)/C(=C/c2cccc3ccccc23)NC(=O)c2ccc(OC)cc2)CC1 ?
PTHR1 agonist: -15%[57.5 µM]; Abeta rescue: 7%; aSyn rescue: 9%; FUS yeast rescue: inconclusive; HEK293 tox: -11%; Akt phos inh: inactive; Mm-Cpn inhibitor: -1%; GLP-1R inv ag: 0%; TDP43 rescue: -19%

How did COc1cccc(C(=O)Nc2nc(-c3ccc(Br)cc3)ns2)c1 do in these assays?
PTHR1 agonist: -92%[inhibitor]; Abeta rescue: -6%; FUS yeast rescue: 4%; HEK293 tox: -18%; GLP-1R inv ag: inconclusive; TDP43 rescue: 2%

What do the screens show for `CC[C@@H](C)[C@@H]1CN([C@@H](C)CN2CCC[C@H]2CN2C(N)=NC[C@@H]2Cc2ccccc2)C(=N)N1CCc1ccc(Cl)c(Cl)c1`?
PTHR1 agonist: -18%; Abeta rescue: -24%; aSyn rescue: -24%; FUS yeast rescue: -4%; HEK293 tox: 0%; Akt phos inh: inactive; Mm-Cpn inhibitor: -3%; GLP-1R inv ag: -3%; TDP43 rescue: 17%

Results for Cc1cc(C2C(=O)CC(=O)CC2c2ccccc2)on1 (configuration not stated) ?
PTHR1 agonist: inactive; Abeta rescue: 7%; aSyn rescue: 6%; FUS yeast rescue: 28%; HEK293 tox: -5%; Akt phos inh: inactive; Mm-Cpn inhibitor: 2%; GLP-1R inv ag: 0%; TDP43 rescue: 6%

Results for O=C(Nc1ccc2oc(-c3ccccc3)nc2c1)C1CCCO1 (configuration not stated) ?
PTHR1 agonist: -35%[inhibitor]; Abeta rescue: 15%; aSyn rescue: -1%; FUS yeast rescue: 5%; HEK293 tox: -1%[1.53 µM]; Akt phos inh: inactive; Mm-Cpn inhibitor: -3%; GLP-1R inv ag: 6%; TDP43 rescue: 29%

Results for O=C(NCc1ccc(OC(F)(F)F)cc1)c1cccc2c1C(=O)c1ccc(N3CCC(Cc4ccccc4)CC3)cc1S2(=O)=O ?
PTHR1 agonist: -14%; Abeta rescue: -4%; aSyn rescue: -2%; FUS yeast rescue: 7%; HEK293 tox: 12%; Akt phos inh: inactive; Mm-Cpn inhibitor: 1%; GLP-1R inv ag: 17%; TDP43 rescue: 18%

What do the screens show for `O=C(CCn1cnnn1)Nc1ccc(Cl)cc1Cl`?
PTHR1 agonist: -23%; Abeta rescue: 2%; aSyn rescue: 4%; FUS yeast rescue: -7%; HEK293 tox: -10%; Akt phos inh: inactive; Mm-Cpn inhibitor: -1%; GLP-1R inv ag: 17%; TDP43 rescue: 22%

What do the screens show for `O=C1c2cccc3cccc(c23)C(=O)N1CCO`?
PTHR1 agonist: -6%; Abeta rescue: -3%; aSyn rescue: 19%; FUS yeast rescue: -24%; HEK293 tox: 7%; Akt phos inh: inactive; GLP-1R inv ag: 48%[activator]; TDP43 rescue: -16%

What do the screens show for `O=c1cc(N2CCCC2)c(-c2ccccc2)n[nH]1`?
PTHR1 agonist: inactive; Abeta rescue: -1%; aSyn rescue: -2%; FUS yeast rescue: 20%; HEK293 tox: -3%; Akt phos inh: inactive; Mm-Cpn inhibitor: -2%; GLP-1R inv ag: 26%; TDP43 rescue: 0%

Results for CCOC(=O)CC(=O)CSc1ccc2nnc(-c3ccc(C)cc3)n2n1 ?
PTHR1 agonist: -5%; Abeta rescue: 1%; aSyn rescue: -6%; FUS yeast rescue: 3%; HEK293 tox: -7%; Akt phos inh: inactive; Mm-Cpn inhibitor: -2%; GLP-1R inv ag: 0%; TDP43 rescue: -6%

What do the screens show for `COc1ccc(C(=O)Oc2ccc3ccc(=O)oc3c2)cc1OC`?
PTHR1 agonist: inactive; Abeta rescue: -4%; aSyn rescue: 20%; FUS yeast rescue: 13%; HEK293 tox: 91%[activator]; Akt phos inh: inactive; Mm-Cpn inhibitor: -7%; GLP-1R inv ag: 27%; TDP43 rescue: -14%

Results for CCNc1nc(NC(C)(C)C)nc(N(C#N)CC)n1 ?
PTHR1 agonist: -18%[57.5 µM]; Abeta rescue: -15%; aSyn rescue: 3%; FUS yeast rescue: 11%; HEK293 tox: 1%; Akt phos inh: inactive; Mm-Cpn inhibitor: 1%; GLP-1R inv ag: -6%; TDP43 rescue: 15%

Results for O=C(Nc1cccnc1)c1cc(S(=O)(=O)N2CCCCC2)c(Cl)cc1Cl ?
PTHR1 agonist: -49%[inhibitor]; Abeta rescue: -5%; aSyn rescue: -7%; FUS yeast rescue: 10%; HEK293 tox: 0%; Akt phos inh: inactive; Mm-Cpn inhibitor: 1%; GLP-1R inv ag: 6%; TDP43 rescue: 10%

What do the screens show for `Cc1cccc(NC(=O)CN(c2ccc(F)cc2)S(C)(=O)=O)c1`?
PTHR1 agonist: -13%; Abeta rescue: 3%; aSyn rescue: -6%; FUS yeast rescue: -25%; HEK293 tox: 7%; Akt phos inh: inactive; Mm-Cpn inhibitor: -2%; GLP-1R inv ag: -29%; TDP43 rescue: 5%

What do the screens show for `COc1ccccc1NC(=S)Nc1ccc2cn[nH]c2c1`?
PTHR1 agonist: inactive; Abeta rescue: -8%; aSyn rescue: -1%; FUS yeast rescue: 8%; HEK293 tox: 0%; Akt phos inh: inactive; Mm-Cpn inhibitor: -1%; GLP-1R inv ag: -3%; TDP43 rescue: 17%

Results for COCCNC(=O)c1ccc2ccccc2n1 ?
PTHR1 agonist: -12%; Abeta rescue: 10%; aSyn rescue: 3%; FUS yeast rescue: 22%; HEK293 tox: 18%; Akt phos inh: inactive; Mm-Cpn inhibitor: -4%; GLP-1R inv ag: 0%; TDP43 rescue: 22%

Results for CCCCNC(=O)C[C@@H]1C[C@@]2(C(=O)OC)CCCCC=C2N(Cc2ccc(Cl)cc2Cl)C1=O ?
PTHR1 agonist: -7%; Abeta rescue: inconclusive; aSyn rescue: inconclusive; FUS yeast rescue: 45%; HEK293 tox: -18%; Akt phos inh: inactive; GLP-1R inv ag: inconclusive; TDP43 rescue: 24%

Results for O=C(O)COCC(=O)N1CCN(c2cc(C(F)(F)F)nc3ccccc23)CC1 ?
PTHR1 agonist: -4%; Abeta rescue: -5%; aSyn rescue: -1%; FUS yeast rescue: -12%; HEK293 tox: 2%; Akt phos inh: inactive; Mm-Cpn inhibitor: 0%; GLP-1R inv ag: 33%[activator]; TDP43 rescue: 2%

What do the screens show for `Cc1nnc(NC(=O)CC23CC4CC(CC(C4)C2)C3)s1`?
PTHR1 agonist: inactive; Abeta rescue: 7%; aSyn rescue: 6%; FUS yeast rescue: -19%; HEK293 tox: 4%; Akt phos inh: inactive; Mm-Cpn inhibitor: 3%; GLP-1R inv ag: -4%; TDP43 rescue: 9%

Results for O=C(OCCNC(=O)c1ccc2ccccc2n1)c1ccc(F)cc1 ?
PTHR1 agonist: inconclusive; Abeta rescue: -36%; aSyn rescue: 11%; FUS yeast rescue: inconclusive; HEK293 tox: -3%; Akt phos inh: inactive; Mm-Cpn inhibitor: 0%[15.4 µM]; GLP-1R inv ag: -6%; TDP43 rescue: 14%

How did C/C(N)=C(/C#N)C(=O)CSc1nnc(COc2ccccc2Cl)o1 do in these assays?
PTHR1 agonist: -25%&-10%; Abeta rescue: 0%&-2%; aSyn rescue: -9%&0%; FUS yeast rescue: 2%; HEK293 tox: -6%&-2%; Akt phos inh: inactive; Mm-Cpn inhibitor: 0%; GLP-1R inv ag: -11%&-9%; TDP43 rescue: -28%&3%

Results for Cc1ccc(CNC(=O)CCC2CCCN(C(=O)c3ccc4c(c3)OCO4)C2)o1 (configuration not stated) ?
PTHR1 agonist: -6%; Abeta rescue: -3%; aSyn rescue: 0%; FUS yeast rescue: 14%; HEK293 tox: 24%; Akt phos inh: inactive; Mm-Cpn inhibitor: 4%; GLP-1R inv ag: 3%; TDP43 rescue: 2%

Results for CCCC(=O)Nc1ncnc2c1ncn2[C@@H]1O[C@@H]2COP(=O)(O)O[C@H]2[C@H]1OC(=O)CCC ?
PTHR1 agonist: -36%[inhibitor]; Abeta rescue: -10%&-17%; aSyn rescue: -8%&-3%; FUS yeast rescue: -34%&-23%; HEK293 tox: -3%&-5%; Akt phos inh: inactive; Mm-Cpn inhibitor: -2%[15.4 µM]; GLP-1R inv ag: 8%&33%; TDP43 rescue: 21%&19%

What do the screens show for `O=C(Cn1cc(C(=O)c2cccs2)c2ccccc21)NCc1ccc2c(c1)OCO2`?
PTHR1 agonist: -11%; Abeta rescue: -8%; aSyn rescue: -3%; FUS yeast rescue: -8%; HEK293 tox: -14%; Akt phos inh: inactive; Mm-Cpn inhibitor: -4%; GLP-1R inv ag: inconclusive; TDP43 rescue: 2%

Results for Cc1ccc(-n2c3c(cc(C(=O)Nc4cccc(Cl)c4)c2=O)C(=O)CC(C)(C)C3)cc1 ?
PTHR1 agonist: inconclusive; Abeta rescue: -21%; FUS yeast rescue: 9%; HEK293 tox: -1%; GLP-1R inv ag: 6%; TDP43 rescue: -22%

High-throughput results: PubChem BioAssay, National Center for Advancing Translational Sciences (NCATS)
